# High-throughput results (PubChem BioAssay)
# PLC-gamma1 inh: inhibitors of human phospholipase C gamma1; 0.84% of 370,000 active; inhibition, % at 12.2 µM; purified PLC-gamma1, fluorogenic substrate, fluorescence; AID 720700; in the data active means inhibition above about 9.5%
# ssDAF-12 act: activates DAF-12 receptor from parasite S. stercoralis | HEK293 ssDAF-12/GRIP1 lit1-tk-luc reporter, luminescence; % of 3 µM dafachronic acid response | AID 652126 | 1% of 370,000 active | activation, % at 6.8 µM;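 active means activation above the mean over all tested compounds plus 3 SD, cut at about 0.9% in these data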;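 further: 0% = DMSO-only wells and 100% = 3 µM delta7-dafachronic acid wells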
# MBD2 DNA inh: MBD2-methylated oligo binding inhibition | inhibition, % at 4.4 µM | AID 686964 | TR-FRET, MBD2 binding to methylated oligonucleotide | Q9UBB5 | 0.31% of 370,000 active; in the data active means inhibition above about 13%
# PLC-beta3 inh: blocks human PLC-beta3 enzyme activity; Q01970; Purified PLC-beta3, fluorogenic substrate, fluorescence; inhibition, % at 12.2 µM; 0.18% of 370,000 active; in the data active means inhibition above about 11%;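 further: 0% = median of compound wells on plate and 100% = full blocker control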
# Target sequence (Q01970 whole entry, looked up): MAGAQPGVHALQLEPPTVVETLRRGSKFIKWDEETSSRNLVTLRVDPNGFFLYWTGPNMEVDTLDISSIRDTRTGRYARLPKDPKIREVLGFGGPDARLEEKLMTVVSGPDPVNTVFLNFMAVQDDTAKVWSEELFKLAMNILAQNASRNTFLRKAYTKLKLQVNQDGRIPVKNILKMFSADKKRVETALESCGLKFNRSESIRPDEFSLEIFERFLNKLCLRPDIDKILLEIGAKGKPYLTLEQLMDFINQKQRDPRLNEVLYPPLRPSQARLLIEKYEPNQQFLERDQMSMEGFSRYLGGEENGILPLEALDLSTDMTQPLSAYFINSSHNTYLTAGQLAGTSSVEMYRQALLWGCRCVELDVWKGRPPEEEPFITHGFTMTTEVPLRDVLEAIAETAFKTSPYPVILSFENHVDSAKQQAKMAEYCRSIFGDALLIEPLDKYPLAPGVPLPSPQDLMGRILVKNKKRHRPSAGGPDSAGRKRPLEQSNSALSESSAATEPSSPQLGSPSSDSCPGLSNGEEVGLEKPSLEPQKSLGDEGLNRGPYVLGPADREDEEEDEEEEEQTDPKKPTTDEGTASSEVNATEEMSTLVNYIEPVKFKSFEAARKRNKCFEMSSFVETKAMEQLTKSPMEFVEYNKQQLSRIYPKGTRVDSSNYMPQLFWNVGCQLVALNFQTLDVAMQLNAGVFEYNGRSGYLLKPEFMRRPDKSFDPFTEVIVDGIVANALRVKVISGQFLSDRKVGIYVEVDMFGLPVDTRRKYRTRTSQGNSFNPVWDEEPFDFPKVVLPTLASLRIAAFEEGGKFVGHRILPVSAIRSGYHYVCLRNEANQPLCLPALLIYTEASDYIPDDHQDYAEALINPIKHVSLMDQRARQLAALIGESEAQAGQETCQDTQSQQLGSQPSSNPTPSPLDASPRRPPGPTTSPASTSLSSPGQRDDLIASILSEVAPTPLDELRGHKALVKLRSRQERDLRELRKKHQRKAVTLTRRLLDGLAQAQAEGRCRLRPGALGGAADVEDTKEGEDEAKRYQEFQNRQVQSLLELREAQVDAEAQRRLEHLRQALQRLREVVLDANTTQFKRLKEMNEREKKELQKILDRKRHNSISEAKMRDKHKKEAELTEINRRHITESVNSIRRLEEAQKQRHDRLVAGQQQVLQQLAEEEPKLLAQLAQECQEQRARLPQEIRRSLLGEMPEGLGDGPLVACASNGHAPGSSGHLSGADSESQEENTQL
# DAX1 inh-1: inhibitors of DAX1 repression of SF-1 activated StAR promoter. HEK293T StAR-luciferase reporter, SF-1/DAX-1 repression relief. AID 652010. inhibition, % at 6.8 µM. 1.1% of 370,000 active;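 active means inhibition above the mean over all tested compounds plus 3 SD, cut at about 3.6% in these data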;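 further: 0% = DAX-1 cells with DMSO and 100% = cells lacking DAX-1 with DMSO; higher inhibition means more luminescence from relief of DAX-1 repression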
# Rev-erbA mod: modulators of human Rev-erb alpha DNA binding. activity, % at 10 µM. P20393. 0.79% of 370,000 active. Rev-erbα–FITC-DNA binding, fluorescence polarization, 90 min. AID 1259318;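 active means activity above about 14%, limit read from the data; passing the limit was not always enough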;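 further: 0% = DMSO wells with 35 nM protein and 100% = DMSO wells with 750 nM protein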
# ADAM17 inh: inhibitors of human ADAM17; P78536; recombinant ADAM17, EDANS/DABCYL FRET peptide cleavage; inhibition, % at 6.95 µM; 0.83% of 370,000 active;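 active means inhibition above the mean of compounds lying between control limits plus 3 SD, set per campaign, cut at about 8.5% in these data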;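 further: 0% = DMSO-only wells as the low control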
# DAX1 inh-2: inhibitors of human orphan nuclear receptor DAX1 (NR0B1). P51843. HEK293 Gal4-DAX1 luciferase reporter, luminescence. AID 504766. 0.99% of 340,000 active. inhibition, % at 6.75 µM;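 active means inhibition above the mean over all tested compounds plus 3 SD, cut at about 4.2% in these data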;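 further: 0% = DAX1-transfected cells with DMSO and 100% = empty-vector control cells with DMSO; inhibition shows as a rise in luminescence from relieved DAX1 repression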
# hcDAF12 agonist: H. contortus DAF-12 activation, primary screen | 1.4% of 370,000 active | activation, % at 6.8 µM | HEK293 hcDAF-12 lit1-tk-luc reporter, luminescence; 0% DMSO, 100% Δ7-dafachronic acid;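 active means activation above the mean of all tested compounds plus 3 SD, cut at about 5.5% in these data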;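 further: 100% = response to 3 µM Δ7-dafachronic acid high control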
# hgDAF-12 ag: agonists of H. glycines DAF-12 nuclear receptor; HEK293 GAL4-hgDAF12 UAS-luciferase reporter, agonist luminescence; normalized to butyrate control; activation, % at 6.8 µM; 1.8% of 370,000 active;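 active means activation above a cutoff set at the mean of all screened compounds plus 3 SD, cut at about 10% in these data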;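 further: 0% = DMSO wells and 100% = sodium butyrate wells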
# SMARCA2 activ: increases SMARCA2 function in MMTV reporter cells | MG213 cells, MMTV-luciferase reporter, dexamethasone, overnight | activation, % at 9.1 µM | 1% of 370,000 active | AID 652017; in the data active means activation above about 7.8%;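 further: 0% = vehicle wells and 100% = reference activator wells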
# * = called active by the depositor; nt = no result given. Random draw from the library; about 7.4% have a hit in one of these screens.
SMILES,PLC-gamma1 inh,ssDAF-12 act,MBD2 DNA inh,PLC-beta3 inh,DAX1 inh-1,Rev-erbA mod,ADAM17 inh,DAX1 inh-2,hcDAF12 agonist,hgDAF-12 ag,SMARCA2 activ
COc1ccc(S(=O)(=O)c2ccc(OC)cc2)cc1,0,-1.3,3,2,-1.1,-1,-5,0.0,0.3,-1.3,-2
O=C(Nc1c(C(=O)Nc2ccccc2)cnn1-c1ccccc1)c1ccco1,-1,-1.2,4,1,0.4,-5,1,0.6,0.5,-0.9,9.8*
CC(NS(=O)(=O)c1ccccc1Cl)C1CC2CCC1C2 (stereo not given),6,-1.2,0,-1,0.5,2,1,-0.4,0.0,0.4,0
CC(Oc1ccccc1)C(=O)N=C1SC2CS(=O)(=O)CC2N1c1ccccc1 (stereo not given),1,-1.3,2,-6,1.2,-3,-4,-0.1,0.2,-0.7,-2
O=C(NCCCn1ccnc1)c1cc2ccccc2o1,2,-1.4,2,-4,0.2,-1,-3,0.6,-0.6,0.0,0
CCOC(=O)C(C)n1nc(/C=C/c2ccc(OC)cc2)ccc1=O (stereo not given),-181,-0.9,-3,-230,0.0,-2,-7,0.0,-0.1,-1.3,-4
COC(=O)c1cc(NC(=O)c2c(Cl)nc3sccn23)cc(C(=O)OC)c1,0,-1.2,4,1,0.6,22,-2,-0.2,-1.6,0.8,0
CCN(CC)C(=O)c1cc2c(=O)oc3ccccc3c2s1,11*,-0.9,0,6,0.1,-5,7,1.8,2.8,1.9,0
CN1CCN(CC(=O)NC(=O)NC2CCCCC2)CC1,3,-1.7,3,-1,0.9,6,-1,-0.5,-1.6,-1.3,-2
Brc1ccc(CSc2nnc(-c3ccco3)o2)cc1,0,-0.4,-2,-2,-0.4,5,3,0.8,0.2,2.6,0
Cc1ccc(S(=O)(=O)Nc2nncs2)cc1,6,-0.7,-2,-4,-0.2,4,0,-0.1,-0.9,-2.4,-3
O=C(NCC1(c2ccccc2)CCCC1)c1cccc(Br)c1,2,-1.8,-4,-1,-1.0,1,2,-0.4,-1.9,-1.8,0
O=C(COC(=O)CNC(=O)c1ccc(Cl)cc1)Nc1cccc(S(=O)(=O)N2CCCC2)c1,0,-1.0,0,-8,0.6,7,-8,1.4,0.2,-0.2,-4
CC(=O)c1sc(NC(=O)c2ccc(C)c(C)c2)nc1C,3,-1.2,0,6,2.3,10,1,6.2*,2.0,13*,6
O=C(Nc1cc(N2CCOCC2)ncn1)Nc1cccc2ccccc12,3,-1.3,-1,2,1.4,0,3,-1.0,-0.9,0.5,0
CC(C)(C)C(=O)/C=C(N)/C=C/c1ccccc1,-3,-1.6,1,-4,0.2,6,-2,2.8,0.7,5.8,4
COCCn1c(NC(=S)NC(=O)C2CC2)cc(=O)[nH]c1=O,-1,-1.3,5,-6,-0.3,-6,-2,0.3,-0.2,-1.1,-1
CSCC(C)N1CCC(n2nccc2NC(=O)c2ccc3c(c2)OCO3)CC1 (stereo not given),0,-0.7,12,-3,0.7,4,-5,0.3,0.1,0.0,4
CN1CCN(C(=O)CN(c2ccccc2)S(=O)(=O)N(C)C)CC1,0,-0.2,1,0,0.3,-11,-1,nt,-0.4,-1.1,2
CCN(CC)c1ccc(NC(=O)CCN2C(=O)c3ccccc3S2(=O)=O)c(C)c1,4,-0.4,2,5,0.2,0,0,-1.2,-1.1,-3.6,-3
Clc1ccc(CNc2ccccc2NCc2ccc(Cl)nc2)cn1,-2,-1.7,3,-11,0.2,8,-3,-0.1,-2.1,-1.3,0
CCC1CCCCN1C(=O)Nc1ccc(F)cc1 (stereo not given),1,-1.5,3,1,0.0,4,0,0.4,-1.0,0.2,-3
CCOC(=O)N1CCC(NC(=O)c2cc(COc3ccccc3SC)on2)CC1,1,-1.3,-1,-9,-3.2,-3,6,-1.0,-2.6,-1.4,-4
CCS(=O)(=O)N1Cc2ccccc2CC1C(=O)Nc1ccc(F)c(F)c1F (stereo not given),0,-0.7,0,-11,-0.2,1,-3,2.1,-1.2,-0.1,0

# 3 entries from above, with two lines to a compound:
# Second line of a record – PLC-gamma1 inh	ssDAF-12 act	MBD2 DNA inh	PLC-beta3 inh	DAX1 inh-1	Rev-erbA mod	ADAM17 inh	DAX1 inh-2	hcDAF12 agonist	hgDAF-12 ag	SMARCA2 activ
CCN(CC)c1ccc(NC(=O)CCN2C(=O)c3ccccc3S2(=O)=O)c(C)c1
 : 4	-0.4	2	5	0.2	0	0	-1.2	-1.1	-3.6	-3
Clc1ccc(CNc2ccccc2NCc2ccc(Cl)nc2)cn1
 : -2	-1.7	3	-11	0.2	8	-3	-0.1	-2.1	-1.3	0
CCC1CCCCN1C(=O)Nc1ccc(F)cc1 (stereo not given)
 : 1	-1.5	3	1	0.0	4	0	0.4	-1.0	0.2	-3

# Other compounds:
SMILES,PLC-gamma1 inh,ssDAF-12 act,MBD2 DNA inh,PLC-beta3 inh,DAX1 inh-1,Rev-erbA mod,ADAM17 inh,DAX1 inh-2,hcDAF12 agonist,hgDAF-12 ag,SMARCA2 activ
COCCCNC(=S)NNC(=S)Nc1ccccc1,4,-0.4,6,3,0.9,4,-4,nt,2.6,8.0,-3
CC(C)(C)C(=O)Nc1ccc(S(=O)(=O)N2CCC(c3nc4ccccc4[nH]3)CC2)cc1,1,-1.1,-5,-5,0.2,1,0,0.0,-1.5,-2.9,3
O=C(Nc1ccc(F)cc1)C(c1ccccc1)N1CCN(c2ccncc2)CC1 (stereo not given),6,-0.8,-1,3,0.2,4,-1,nt,-1.5,-2.3,8.3*
N=c1sccn1CC(=O)Nc1ccccc1-c1ccccc1,1,-1.1,3,-1,-0.5,-3,-3,0.6,-0.3,2.2,5
CSc1ncnc2c1ncn2CCCNCC(c1ccccc1)c1ccccc1,3,-1.6,-1,-1,-0.5,2,-1,-1.2,-0.4,-1.3,-1
CCCc1nc(N)c(C#N)c(-c2ccco2)c1CC,-107,-2.1,-5,-149,0.4,5,-23,-0.1,-2.9,-3.4,-5
COc1ccc(C(=O)NCc2cnn(C)c2)cc1OC1CCN(C(C)C)CC1,-1,-1.2,-5,-6,-0.6,-2,-4,0.4,-0.1,-0.6,-3
CCOC(=O)C1CCN(C(=O)c2ccc3c(Cl)c4c(nc3c2)CCCC4)CC1,-1,-0.8,0,-5,0.1,1,-3,0.1,-0.7,0.0,1
NC(=O)CC(NC(=O)Cc1ccc(Cl)cc1)c1ccc(NC2CCCCCCC2)c([N+](=O)[O-])c1 (stereo not given),2,-1.3,2,1,0.0,-3,-3,-0.2,-1.4,-0.9,2
COc1ccc(NC(C)=O)cc1S(=O)(=O)N1CCN(C(=O)c2ccccc2F)CC1,7,-0.3,2,0,0.6,0,0,0.4,0.5,3.4,4
Cc1cccc(N2CC(C(=O)Nc3nnc(SCC(=O)Nc4cc(C)on4)s3)CC2=O)c1 (stereo not given),2,-0.7,0,0,-0.6,-4,1,3.4,3.6,-0.3,3
COC(=O)CNC(=O)c1cn(-c2ccc(C)c(C)c2)c(=O)c2ccccc12,-3,-1.6,0,-7,-0.2,-2,-5,-0.1,-0.7,-0.6,-2
CCN(CC)CCNC(=O)C(=O)NCC1OCCN1S(=O)(=O)c1ccc(Cl)cc1 (stereo not given),4,-0.8,1,-1,0.6,-7,-3,0.2,0.7,-0.9,2
COc1ccc(OCCN2CCC(C(=O)NC(c3ccsc3)c3ccccc3C)CC2)cc1 (stereo not given),3,-0.9,2,5,-1.5,1,1,nt,-1.4,-1.6,-3
COc1ccccc1OCC(=O)Nc1nonc1NC(=O)COc1ccccc1OC,3,-1.9,2,0,-0.8,-4,0,-0.6,-2.7,-2.1,-1
Cc1cc(C)c2c(n1)SCC(=O)N2CC(=O)NCCC1=CCCCC1,0,-1.5,1,-1,0.6,-2,-3,0.2,-1.0,-2.7,-1
C=CC[C@]12C[C@@]3(O[C@H](c4ccccn4)N=C3C[C@H](c3ccc(OC)cc3)[C@H]1C)N(C1CCN(Cc3ccccc3)CC1)C2=O,1,-1.1,5,-1,0.6,8,3,nt,-0.1,-0.7,-5
Cc1cc(=O)oc2cc(OCC(=O)NCCCN3CCOCC3)c(Cl)cc12,-3,-0.6,-2,-11,-0.1,2,-13,-0.1,-0.4,2.2,3
Cc1ccc(NC(=S)N2CCC(N(C)CC3CCCO3)CC2)c(C)c1 (stereo not given),-2,-0.1,2,3,-0.5,-1,-4,-0.3,0.6,1.9,-2
Cc1cc(=O)n2[nH]c(SCc3c(F)cccc3Cl)nc2n1,7,-2.0,2,-6,-0.4,1,1,1.3,0.7,1.2,1
CCCOc1ccc(C(CC(=O)O)NC(=O)Cc2ccccc2)cc1 (stereo not given),1,-1.4,1,-4,-0.2,3,0,-0.2,-0.6,-2.6,-1
O=[N+]([O-])c1ccc(NC(=S)N/C(=N/CS(=O)(=O)c2ccccc2)c2ccccc2)cc1,1,-0.4,3,2,0.0,1,1,0.5,1.4,-1.2,0
COC(=O)C1=C(C)NC(C)=C(C(=O)OC)C(N2C(=O)CCC2=O)C1 (stereo not given),2,-0.7,8,1,-0.5,4,-3,nt,0.6,2.5,2
COc1ccc(C(=O)NCc2nnc(SCC(=O)Nc3ccccc3OC)o2)cc1,3,-1.1,0,-5,-0.1,-10,2,0.1,-0.9,-0.6,-1
CCn1c(CCNC(=O)c2ccco2)nc2ccccc21,-1,-1.1,1,-6,-0.5,0,-4,-1.3,-2.0,2.9,-2
CCN=c1sc2ccccc2n1CC(O)COc1ccccc1 (stereo not given),2,-0.7,1,0,-1.1,4,-2,-1.1,-1.5,-2.2,-1
Cn1ccc2c(-c3cccc4ccccc34)cc3c(c21)C1CCC3O1 (stereo not given),-146,-1.1,-5,-179,-0.3,-4,-115,nt,1.1,-0.8,-4
COc1ccccc1OCCn1c(CO)nc2ccccc21,-1,-1.2,1,1,0.2,5,-3,0.2,-1.9,1.8,-4
COC(=O)[C@]12C[C@H](CC(=O)N3CCN(C(=O)C4CC4)CC3)C(=O)N(Cc3ccc4c(c3)OCO4)C1=C[C@H](COCc1ccccc1)O[C@@H]2C,0,-1.0,2,0,-0.8,-5,-5,nt,-2.0,-0.3,-6
COC(=O)Cn1c(CN(C)Cc2ccccc2)nc2c1c(=O)n(C)c(=O)n2C,-2,-1.3,-1,-8,-0.3,2,-3,-0.7,-1.1,-1.2,-1
C[C@@H]1CN([C@@H](C)CO)C(=O)CCCn2nncc2CO[C@@H]1CN(C)C(=O)Nc1ccccc1F,4,-1.2,2,4,-1.2,-1,1,1.6,-1.5,-0.7,5
COc1ccc(NC(=O)c2cc(-c3cc(Cl)ccc3C)n[nH]2)cc1OC,0,-1.6,6,0,-1.2,-6,2,nt,-2.9,0.4,1
CCSc1nnc(-c2cc3c(s2)-c2ccccc2CC3)o1,-88,-0.1,0,-106,0.8,6,-68,1.1,2.6,2.1,0
C/C(CC(=O)Nc1ccc2c(c1)OCO2)=N\NC(=O)c1ccc(N)cc1,-2,0.9,3,-6,0.2,8,1,nt,0.3,1.4,4
O=C(COc1ccc(S(=O)(=O)N2CCOCC2)cc1)N1CCc2ccccc2C1,0,-1.1,1,-4,-0.9,-4,-1,-1.5,-0.7,-0.7,-1
COc1ccc(NC(=O)C[C@H]2C(=O)N(c3ccc(Br)cc3)C[C@@H]2C)cc1,-1,-0.9,0,-1,-1.1,6,-1,-0.6,-2.0,0.7,-2
